# D1 potentiator – Potentiators of Human D1 Dopamine Receptor: qHTS; D(1A) dopamine receptor (Homo sapiens), P21728; HEK293 TREx D1 cells, calcium flux, dopamine EC20 potentiation; potentiation, % at 10 µM; 0.036% of 360,000 active; AID 504651, 2011; in the data active = potentiation above about 30%; also: 0% is about no effect
# TRHR ag – qHTS for Small Molecule Agonists and Allosteric Enhancers of Human TRH Receptor: Primary Screen for Agonists | TRHR cells, calcium flux fluo-8, FDSS agonist mode | activation, % at 2 µM | 0.18% of 360,000 active | AID 493084, 2011; in the data active = activation above about 30%; also: 0% is about no effect
#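 Steps: seed TRHR cells overnight; add fluo-8 no-wash Ca dye, RT 30 min–1.5 h; record 10 s baseline; pin-transfer compounds; monitor fluorescence 1 cycle/s for the agonist window. Calcium increases flag candidate agonists.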
# Anesthetic bind – qHTS Assay for Identification of Novel General Anesthetics | Potency, µM (doses to about 77.5 µM), without a hit: at the top dose activity change, negative = displacement, hits mostly inhibitors | apoferritin/1-aminoanthracene competitive binding, fluorescence | Ferritin light chain (Equus caballus), P02791 | 0.074% of 350,000 active; also: potency is read from the fitted curve at half-maximal effect; % is scaled to controls: 0 for no effect and ±100 for the full control effect; nearly all actives have a fitted effect of over 20% in size
# Target sequence (P02791 2-175 limits assumed): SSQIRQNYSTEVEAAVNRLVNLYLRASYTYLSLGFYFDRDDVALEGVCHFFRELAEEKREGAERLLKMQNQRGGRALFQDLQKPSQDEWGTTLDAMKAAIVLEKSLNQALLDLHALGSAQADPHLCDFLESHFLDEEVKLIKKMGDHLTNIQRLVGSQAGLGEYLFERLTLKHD
#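 10 uM apoferritin + 50% sat. 1-AMA, PBS; cpd 10 min RT; Ex380/Em535 endpoint; normalized to free probe vs complex; 4-param Hill fit; propofol titration as pos. ctrl.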
# D1 ag – Allosteric Agonists of the Human D1 Dopamine Receptor: qHTS. HEK293 T-REx D1 cells, calcium flux, agonist mode. D(1A) dopamine receptor (Homo sapiens), P21728. activation, % at 2 µM. AID 504660, 2011. 1% of 360,000 active; in the data active = activation above about 30%; also: 0% is about no effect
#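 Tetracycline-induced HEK293 TREx D1 cells, force-coupled to calcium signalling, were dye-loaded with a no-wash calcium kit. Compound was pin-added after a 10 s baseline. Fluorescence was read kinetically at 1 cycle/s for 180 s, with calcium rises flagged as agonism.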
# RXFP1 antag – qHTS Assay for Antagonists of the Relaxin Receptor RXFP1; Relaxin receptor 1 (Homo sapiens), Q9HBX9; HEK293-RXFP1, relaxin-stimulated cAMP HTRF, 30 min; hits give low values; activity change, negative = inhibition, % at 57.5 µM; 0.59% of 350,000 active; AID 1259400, 2018;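 active = activity change of -60% or lower, but not beyond a set lower limit; inconclusive = change between -60% and -40%, or beyond the set limit; inactive = change above -40%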; also: % is scaled to controls: 0 for no effect and ±100 for the full control effect
# Target sequence (Q9HBX9 whole entry, looked up): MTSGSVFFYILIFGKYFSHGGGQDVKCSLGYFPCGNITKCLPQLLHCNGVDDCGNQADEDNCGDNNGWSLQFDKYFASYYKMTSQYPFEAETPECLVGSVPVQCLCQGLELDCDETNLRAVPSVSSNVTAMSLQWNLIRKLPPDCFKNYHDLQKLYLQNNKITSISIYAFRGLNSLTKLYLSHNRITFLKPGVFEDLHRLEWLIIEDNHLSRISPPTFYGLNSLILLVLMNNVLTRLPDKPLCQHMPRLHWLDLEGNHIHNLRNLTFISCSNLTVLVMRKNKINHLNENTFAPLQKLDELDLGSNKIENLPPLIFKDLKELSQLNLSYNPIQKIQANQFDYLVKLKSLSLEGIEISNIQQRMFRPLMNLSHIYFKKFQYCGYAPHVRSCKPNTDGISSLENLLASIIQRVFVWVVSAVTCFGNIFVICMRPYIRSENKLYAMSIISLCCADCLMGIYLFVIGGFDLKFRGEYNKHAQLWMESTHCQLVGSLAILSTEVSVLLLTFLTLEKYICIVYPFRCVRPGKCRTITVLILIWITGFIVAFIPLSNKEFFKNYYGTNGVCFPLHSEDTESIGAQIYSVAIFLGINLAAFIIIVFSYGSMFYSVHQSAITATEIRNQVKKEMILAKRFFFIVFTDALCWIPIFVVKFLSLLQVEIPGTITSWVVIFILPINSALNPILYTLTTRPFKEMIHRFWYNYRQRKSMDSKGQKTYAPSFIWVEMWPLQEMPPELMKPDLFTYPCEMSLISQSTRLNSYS
# D2 potentiator – HTS Assay for Positive Allosteric Modulators of the Human D2 Dopamine Receptor: Primary Screen for Potentiators; D(2) dopamine receptor (Homo sapiens), P14416; HEK293 T-REx D2, calcium flux, EC20 dopamine potentiation; potentiation, % at 10 µM; 0.34% of 340,000 active; AID 485347, 2010;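 active = potentiation over 3 SD above the plate norm, cut at about 30% in these data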; also: 0% is about no effect
#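 Tetracycline-induced HEK293 T-REx cells force-coupled to calcium signalling expressed D2; compounds were pin-added after a 10 s baseline, read kinetically 180 s, then an EC20 dopamine challenge followed with a further 180 s calcium read.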
# D1 antag – Antagonist of Human D 1 Dopamine Receptor: qHTS; 3.2% of 360,000 active; HEK293 TREx D1 cells, calcium flux, dopamine EC80; hits give low values; D(1A) dopamine receptor (Homo sapiens), P21728; activity change, negative = inhibition, % at 10 µM; in the data active = activity change below about -30%; also: % is scaled to controls: 0 for no effect and ±100 for the full control effect
#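 Compound effects on dopamine-evoked calcium signalling were measured in tetracycline-induced HEK293 Trex D1 cells. Dopamine at EC80 followed a 180 s compound pre-read, and fluorescence was tracked kinetically for 180 s more.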
# TRHR PAM – qHTS for Small Molecule Agonists and Allosteric Enhancers of Human TRH Receptor: Primary Screen for Enhancers; TRHR cells, fluo-8 calcium fluorescence, EC20 TRH enhancement; enhancement, % at 2 µM; 0.66% of 360,000 active; in the data active = enhancement above about 30%; also: 0% is about no effect
#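 TRHR-expressing cells loaded with fluo-8 calcium dye were read kinetically (ex 480/em 530) during compound addition, then stimulated with an EC20 of TRH (10 nM final). Enhancement of the Gq-mediated intracellular calcium response was scored.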
# RXFP1 agonist – qHTS Assay for Agonists of the Relaxin Receptor RXFP1; Relaxin receptor 1 (Homo sapiens), Q9HBX9; HEK293T-RXFP1 cAMP TR-FRET, 30 min; response scale: percent of porcine relaxin response, buffer zero; Potency, µM (highest dose often 57.5 µM), for inactives: at the highest dose activation, most hits filed as activators; 0.3% of 370,000 active; AID 2676, 2010; also: potency is read from the fitted curve at half-maximal effect; % is scaled to controls: 0 for no effect and ±100 for the full control effect; nearly all actives have a fitted effect of over 60% in size; many of its hits are not listed in these tables
#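 Agonist response is measured as cAMP accumulation in an RXFP1-transfected HEK293T line under PDE4 inhibition. Values are scaled between buffer-only and 29 nM porcine relaxin, and EC50s come from standard Hill equation fits.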
# * = called active by the depositor; ? = inconclusive; . = no result given; [ ] = another dose, or the depositor's remark. Unless noted, calls follow the shape of the dose curve; as a rule, active = well fitted curve in the direction sought with a large enough effect; inconclusive = small, poorly fitted or top-dose-only effect, or another doubt; inactive = no such curve, though single readings can be large; an effect the other way counts as inactive or inconclusive. These rows are one share of the data. The share of hits here may be higher or lower than overall.
Molecule	D1 potentiator	TRHR ag	Anesthetic bind	D1 ag	RXFP1 antag	D2 potentiator	D1 antag	TRHR PAM	RXFP1 agonist
Cc1ccc2nc3c(cc2c1)CC1(C(=O)N(C)C(=O)N(C)C1=O)C1CCCCN31 (stereo unspecified)	10	-1.0	4%	1	-24	11	-16	11	-2.4%
CCn1nc(-c2ccccc2)nc2c(=O)n(C)c(=O)nc1-2	-4	5.4	-1%	3	2	25	10	-2	9.7%
COC(=O)C1=C(c2cccc(OCc3ccccc3)c2)C[C@@H]2CC[C@H]1N2C(=O)NCCCc1ccccc1	-4	2.3	.	15	.	0	-1	-1	1.4%
O=C1NC(=O)N(CCNc2ncc(C(F)(F)F)cc2Cl)C(=O)C1/C=N/OCc1c(F)cccc1Cl (stereo unspecified)	5	-0.8	-9%	1	0	13	0	1	-1.5%
COc1cc(C(O)CN)ccc1O (stereo unspecified)	-4	0.8	.	-1	.	-4	-4	-3	-0.2%
CCC1(CC)C(=N)N(C)C(=O)NC1=O	-9	-2.3	7%	4	-3	-3	-12	-4	-0.7%
Nc1cnn(-c2ccccc2)c(=O)c1Cl	-2	-0.1	-5%	1	-3	7	11	11	1.3%
CCOP(=O)(OCC)c1cccc(OP(=O)(c2cccc([N+](=O)[O-])c2)c2cccc([N+](=O)[O-])c2)c1	-6	0.0	4%	1	-9	2	3	-3	-0.9%
Cc1ccc(N=C(N(C)C)P(=O)(N(C)C)N(C)C)cc1	-4	0.4	-3%	1	5	6	1	0	-1.0%
COc1ccccc1CC1/C(=N/O)C2CCN1CC2 (stereo unspecified)	-15	0.3	-9%	15	-5	-2	-69*	-1	1.0%
CCCCn1c(C)c(C(=O)OCC)c2c(CN3CCCC3)c(O)ccc21	-5	-0.2	-23%	3	-2	3	-9	-3	5.3%
O=C(O)Cn1cc(/C=C2\C(=O)NC(=O)N(c3ccc(Cl)cc3)C2=O)c2ccccc21	0	-1.3	-11%	8	11	6	0	10	0.5%
Cc1c(N=Cc2c(O)n(CCc3ccccc3)c(=O)[nH]c2=O)c(=O)n(-c2ccccc2)n1C	1	-0.7	0%	3	-11	-3	-11	7	0.0%
COc1ccccc1CCNC1CCC(C(C)(C)C)CC1 (stereo unspecified)	-8	-0.6	-7%	89*	1	1	-20	0	1.7%
C=CC[N+]1(C)C2CCC1CC(O)C2 (stereo unspecified)	-5	0.1	-6%	2	-3	7	-12	3	0.6%
Cc1ccsc1CNCCc1ccc(F)cc1	-5	-0.7	-9%	4	3	3	-3	-2	5.7%
CCC(=O)c1ccc(OC(=O)N(C)c2ccccc2)cc1	9	-0.8	?	1	1	1	1	-5	-0.5%
COc1ccc(-n2c(CN3CCOCC3)nc3ccccc3c2=O)c(OC)c1	9	0.4	-4%	1	21	8	6	-3	0.6%
O=c1[nH]c(=O)n(-c2ccccc2F)c(O)c1/C=C1\C=Nc2ccccc21	-6	-0.7	-9%	11	0	2	6	-3	3.9%
COc1ccc(CCNc2nc3ccc(Cl)cc3n3cnnc23)cc1OC	-2	-0.4	1%	0	4	-9	-6	0	?
FC(F)(F)c1ccc2c(c1)N(CCCN1CCN(CCCl)CC1)c1ccccc1S2	-4	-0.1	-19%	10	-23	-26	.	-9	-0.2%
COc1ccc(CCN(C)Cc2ccncc2)cc1OC	-1	0.6	8%	3	-10	-3	2	-12	5.7%
O=C(NC1CCCCC1)N1C[C@H]2C[C@@H](C1)c1cccc(=O)n1C2	-1	0.1	2%	1	-8	11	-3	-1	1.6%
O=C(CCc1ccccc1)N1C[C@H]2C[C@@H](C1)c1cccc(=O)n1C2	2	-0.1	-3%	0	.	-2	2	3	-0.8%
CCOc1ccc(CN(CCc2ccc3c(c2)OCO3)Cc2cc(OC)ccc2O)cc1	-3	-0.4	96%[activator]	1	-13	-7	-26	-2	1.7%
COc1cc2c(cc1O)C[C@H]1c3c(cc(O)c(OC)c3-2)CCN1C	.	0.1	-2%[29.3 µM]	.	.	-17	.	-1	-1.5%
FC(F)(F)c1ccc(CNCCc2c[nH]c3ccccc23)cc1	-1	1.4	-12%	9	-6	-14	-7	8	2.0%
COc1ccc(-c2nn(CCC#N)cc2C(=O)Nc2ccc(C(C)=O)cc2)cc1[N+](=O)[O-]	7	0.1	-22%	1	-6	13	2	-1	2.6%
C=CCN1C(=O)C2(C(C(=O)OCC)=C(N)Oc3c2c(=O)oc2ccccc32)c2ccccc21 (stereo unspecified)	-1	-0.3	-18%	-1	-5	13	3	2	-0.3%
CCCCn1c(O)c(C(C)=NCc2cccnc2)c(=O)[nH]c1=O	3	0.3	-1%	1	-3	-5	5	3	28%
COC(=O)C1=C(c2c(C)noc2C)C[C@@H]2CC[C@H]1N2C(=O)N1CCC(C)CC1	-1	-0.2	.	0	.	-8	.	5	0.0%
Nc1ccc([N+](=O)[O-])cc1	-2	0.2	.	3	16	3	.	-1	-1.2%
COc1cccc(CNCCc2ccc(F)cc2)c1	-6	3.6	-12%	10	-1	-13	-2	0	0.3%
CC1CCN(C(=O)CCl)CC1	-2	0.3	-6%	1	2	1	18	7	-0.4%
Cc1ccc(C2SCC(=O)Nc3c2c(=O)[nH]n3C2CCOC(C)(C)C2)cc1 (stereo unspecified)	-2	0.4	-7%	0	-6	3	-3	2	1.6%
C#C[C@@]1(O)CCC2C3CCC4=C/C(=N/OCC(=O)NC(CCC(N)=O)C(=O)O)CC[C@]4(C)C3CC[C@@]21C (stereo partly specified)	-5	1.3	7%	4	-5	1	-2	-5	0.3%
Cc1cccc(OP(N)(=O)Oc2cccc(C)c2C)c1C	-2	0.2	4%	1	-9	-6	6	-5	3.5%
O=C(COc1ccc(S(=O)(=O)N2CCCCC2)cc1)N1CCN(Cc2ccccc2)CC1	-9	0.4	-8%	10	5	-3	-5	14	2.5%
O=C1NC(=O)C(=Cc2ccsc2)C(=O)N1	-4	1.9	-4%	1	-3	6	5	-7	-0.2%
O=c1c(O)c(-c2ccc(O)c(O)c2)oc2cc(O)cc(O)c12	-3	5.9	?	3	8	4	35	63*	-1.0%
Cc1nc2ccc(P(=O)(O)O)cc2s1	-4	0.4	-1%	5	.	3	7	3	3.9%
CN1CCN(c2csc3ccc(F)cc3c2=O)CC1	-1	0.8	7%	0	3	17	-9	6	-1.0%

# Some of the entries so far, with two lines to a compound.
# Every second line gives: D1 potentiator, TRHR ag, Anesthetic bind, D1 ag, RXFP1 antag, D2 potentiator, D1 antag, TRHR PAM, RXFP1 agonist
- C#C[C@@]1(O)CCC2C3CCC4=C/C(=N/OCC(=O)NC(CCC(N)=O)C(=O)O)CC[C@]4(C)C3CC[C@@]21C (stereo partly specified)
  -5, 1.3, 7%, 4, -5, 1, -2, -5, 0.3%
- Cc1ccc(C2SCC(=O)Nc3c2c(=O)[nH]n3C2CCOC(C)(C)C2)cc1 (stereo unspecified)
  -2, 0.4, -7%, 0, -6, 3, -3, 2, 1.6%
- COc1cccc(CNCCc2ccc(F)cc2)c1
  -6, 3.6, -12%, 10, -1, -13, -2, 0, 0.3%
- O=c1c(O)c(-c2ccc(O)c(O)c2)oc2cc(O)cc(O)c12
  -3, 5.9, ?, 3, 8, 4, 35, 63*, -1.0%
- CN1CCN(c2csc3ccc(F)cc3c2=O)CC1
  -1, 0.8, 7%, 0, 3, 17, -9, 6, -1.0%
- CC1CCN(C(=O)CCl)CC1
  -2, 0.3, -6%, 1, 2, 1, 18, 7, -0.4%

# Bioassay records (PubChem)
